From PubChem BioAssay
MCF10A rereplic = induces DNA re-replication in MCF 10a normal breast cells; MCF 10A DNA re-replication, Hoechst nuclear intensity, 48 h; Potency, µM (highest dose often 46.1 µM), for inactives: top-dose activity, positive = re-replication, hits mostly activators; 350,000 compounds, 2.9% hits; AID 624296; also: potency is read from the fitted curve at half-maximal effect; % of control where 0% means no effect; nearly all actives have a fitted effect of over 50% in size
ATXN2 expr inh = inhibitors of ATXN2 expression; HEK-293 ATXN2-luciferase reporter, luminescence, 24 h; Potency, µM (highest dose often 57 µM), for the others: at the top dose activity change, negative = inhibition, hits mostly inhibitors; 360,000 compounds, 0.72% hits; also: potency is read from the fitted curve at half-maximal effect; % is scaled to controls: 0 for no effect and ±100 for the full control effect; nearly all actives have a fitted effect of over 55% in size
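qHTS (up to 57 uM final) was run with 24 h compound exposure of reporter cells at 37 °C. Each well was multiplexed: SteadyGlo luminescence measured ATXN2-luciferase expression after a fluorogenic Gly-Phe-AFC viability readout (25 uM final).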
HT1080 IDH1KD tx = toxicity to HT-1080 IDH1 knockdown cells (counter line); 360,000 compounds, 2% hits; Potency, µM (series often up to 46.1 µM), for the others: at the top dose activity, negative = toxicity, most hits filed as cytotoxic; HT-1080 IDH1 knockdown viability, ATP luminescence, 48 h;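 also: potency is read from the fitted curve at half-maximal effect; 0% = DMSO wells and -100% = cell-free medium wells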
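Knockdown cells (IDH1KD HT-1080) received compounds 2 h after plating at 750 cells/well and were kept 48 h at 37 °C in 5% FBS RPMI. A CellTiter-Glo luminescence read gave % activity for curve fitting.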
S2 tox = cell viability loss in ATXN counter-screen; S2 cells (HEK-293 line with an ATXN2-luciferase reporter) viability, CellTiter-Fluor protease fluorescence, 24 h; 400,000 compounds, 0.49% hits; Potency, µM (doses to about 56.7 µM), actives largely listed as cytotoxic; also: potency is read from the fitted curve at half-maximal effect; nearly all actives have a fitted effect of over 40% in size
IL1B secr inh = inflammasome signaling inhibition, IL-1 beta readout; THP-1 LPS/ATP IL-1B secretion, AlphaLISA, 16 h; stronger effect = lower value; activity change, % at 57.5 µM; 360,000 compounds, 4.7% hits; in the data active = activity change below about -50%; inconclusive = mostly about -30% to -49%; also: % is scaled to controls: 0 for no effect and ±100 for the full control effect
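THP-1 cells pretreated 1 hr with compounds (up to 57.5 uM final), then stimulated with LPS (250 ng/mL final) plus ATP (1.25 mM final); secreted IL-1B measured by AlphaLISA after 16 hr, decreased signal indicating inhibition.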
KB-V1 MDR tox = KB-V1 MDR subline cytotoxicity. 400,000 compounds, 3.4% hits. KB-V1 MDR cells viability, CellTiter-Glo, 72 h. Potency, µM (doses to about 46.1 µM), without a hit: at the highest dose activity change, negative = cytotoxicity, actives largely listed as cytotoxic. AID 1347076; also: potency is read from the fitted curve at half-maximal effect; % is scaled to controls: 0 for no effect and ±100 for the full control effect; nearly all actives have a fitted effect of over 60% in size
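KB-V1 cells (P-gp-expressing MDR subline of KB-3-1) in phenol-red-free DMEM with 10% FBS were exposed to library compounds over a concentration series for 72 h at 37 degrees C. Viability read by CellTiter-Glo luminescence; concentration-effect curves fitted after normalization.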
HT1080NT lethal = kills 2HG-producing HT-1080-NT fibrosarcoma cells. HT-1080-NT fibrosarcoma viability, CellTiter-Glo ATP luminescence, 48 h. AID 686970. 360,000 compounds, 1.6% hits. Potency, µM (titrated, usually from 46.1 µM), for inactives: top-dose activity, negative = less viability, usual class: cytotoxic;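 also: NT is the 2HG producing partner of a matched IDH1 knockdown line; potency is read from the fitted curve at half-maximal effect; 0% = DMSO-treated cells and -100% = media-only wells without cells; nearly all actives have a fitted effect of over 55% in size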
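HT-1080-NT; 750 cells/well; 5% FBS RPMI; 48 h compound, 37 degrees C; CellTiter-Glo luminescence; curve fitting and curve-class assignment.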
SW480 rereplic = induces DNA re-replication in SW480 colon adenocarcinoma cells; 340,000 compounds, 1.8% hits; SW480 DNA re-replication, Hoechst DNA content imaging, 48 h; Potency, µM (titrated, usually from 46.1 µM), for the others: at the top dose re-replication activation, usual class: activators; also: potency is read from the fitted curve at half-maximal effect; % of control where 0% means no effect; nearly all actives have a fitted effect of over 55% in size
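Quantitative HTS format with DMSO vehicle controls; 48 hr drug incubation at 37 C, then 40 min Hoechst staining and scanning imager measurement at 405 nm excitation.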
KB-3-1 tox = KB-3-1 parental cell cytotoxicity; 400,000 compounds, 1.4% hits; KB-3-1 viability, CellTiter-Glo ATP luminescence, 72 h; Potency, µM (titrated, usually from 46.1 µM), for inactives: at the top dose activity change, negative = cytotoxic, actives largely listed as cytotoxic; also: potency is read from the fitted curve at half-maximal effect; % is scaled to controls: 0 for no effect and ±100 for the full control effect; nearly all actives have a fitted effect of over 60% in size
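KB-3-1 cells, DMEM (no phenol red) + 10% FBS; compound by pin transfer, 72 h, 37 °C. Readout: CellTiter-Glo luminescence after 10 min. Data normalized, curve-fitted.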
Numbers without * were called inactive; i = inactive; ? = inconclusive; · = not tested or not shown; & = joins results of further samples; ! = repeats disagree; [ ] = remark or other dose. Unless noted, calls follow the shape of the dose curve; as a rule, active = well fitted curve in the direction sought with a large enough effect; inconclusive = small, poorly fitted or top-dose-only effect, or another doubt; inactive = no such curve, though single readings can be large; an effect the other way counts as inactive or inconclusive.

SMILES	MCF10A rereplic	ATXN2 expr inh	HT1080 IDH1KD tx	S2 tox	IL1B secr inh	KB-V1 MDR tox	HT1080NT lethal	SW480 rereplic	KB-3-1 tox
CC(Sc1nc2ccccc2c(=O)n1CC1CCCO1)C(=O)NC(C)c1ccccc1 (configuration not stated)	0%	11%	12%	i	8	-29%	9%	-4%	-3%
N/C(=N\OC(=O)C1CCCCC1)c1cccc(Br)c1	2%	63%[activator]	15%	i	12	?	18%	-1%	2%
Cc1[nH]n(-c2ccc([N+](=O)[O-])cc2)c(=O)c1C=NCCc1ccc(S(N)(=O)=O)cc1	0%	-18%	?	i	13	-15%	-23%	?	?
COc1ccccc1OCC(=O)NCC(C)NC(=O)COc1ccccc1OC (configuration not stated)	1%	8%	13%	i	4	7%	-1%	-51%[inhibitor]	3%
Cc1ccc2nc(-c3ccccn3)c(Nc3ccccc3C)n2c1	?	4.5µM*!	13µM*	?	72	0.73µM*	13µM*	3.7µM*	?
COc1ccc(C(=O)N2CCCCCC2)cc1S(=O)(=O)N1CCOCC1	-3%	-4%	9%	i	12	-16%	-3%	-5%	-6%
Cc1ccc(C)c(Cn2c(=O)n(CCc3ccccc3)c(=O)c3c(C)c(C)sc32)c1	·	-1%	·	i	·	3%	·	·	0%
CC(C)(CNC(=O)c1ccc([N+](=O)[O-])c(Cl)c1)CNC(=O)c1ccc([N+](=O)[O-])c(Cl)c1	?	?	?	?	-113*	?	21µM*	?	?
O=C(Nc1ccc2c(c1)oc1ccccc12)C1CC1	-5%	29%	3%	i	43	-6%	7%	-4%	-26%
O=C(C1CCC(=O)N(C2CCCC2)C1)N1CCC(Oc2ccccc2Cl)CC1 (configuration not stated)	-14%	-19%	-4%	i	-2	·	0%	0%	·
COC(=O)[C@@]12C[C@@H](CC(=O)NCCC(C)C)C(=O)N(CCc3ccc(OC)c(OC)c3)C1=CCC(C)(C)C2	·	·	-27%	·	·	?	-15%	·	2%
O=C1c2ccccc2C(=O)N1CCCSc1nc2ccccc2o1	?	6%	-8%	i	-8	-3%	9%	-2%	3%
O=C1NC(c2ccc(O)cc2)Nc2ccccc21 (configuration not stated)	12µM*	-6%	?	i	21	?	?	?	?
Cc1ccc(-c2nc3ccccc3[nH]2)cc1N	-1%	-3%	?	i	2	10µM*	?	-27%	-30%
O=S(=O)(Nc1ccc(Cc2ccncc2)cc1)c1ccc(Br)s1	?	-10%	-4%	i	39	15µM*	?	5%	?
COc1ccc(C(=O)O)cc1S(=O)(=O)NC(C)C	-1%	-4%	14%	i	-7	3%	9%	-11%	-4%
CCc1nnc(N/N=C/c2c(C)[nH]c3ccccc23)n1N	11%	-19%	-3%	i	6	4%	-22%	-2%	21%
CCC(=O)Nc1nnc(SCC(=O)N2c3ccccc3CC2C)s1 (configuration not stated)	3%	-2%	-2%	i	-2	?	2%	3%	14%
CC(C)CSc1nnc2c(n1)[nH]c1ccccc12	?	6%	-2%[9.24 µM]	i	22	-17%	6%	4%	-8%
CCN(CC(=O)NCc1ccc(Cl)cc1)C(=O)CN1C(=O)NC(CC)(c2ccccc2)C1=O (configuration not stated)	-1%	6%	-11%	i	-8	3%	-1%	-2%	5%
O=C(COC(=O)CCc1ccccc1)NC12CC3CC(CC(C3)C1)C2	-2%	-8%[11.3 µM]	1%	i	2	103%	-2%	0%	15%
CCc1ccc(N(C2C=CS(=O)(=O)C2)S(=O)(=O)c2ccccc2)cc1 (configuration not stated)	?	1%	0%	i	?	-30%	0%	?	1%
Cc1ccc(-c2ccc(C(=O)O)o2)cc1Cl	-6%	61%[activator]	-12%	i	-10	17%	-6%	-4%	2%
Cc1cc(CN2C(=O)c3ccccc3C2=O)cc(N2CCOCC2)c1	2%	2%	-3%	i	-2	-10%	-1%	-2%	4%
c1cc2c3c(cccc3c1)NC(c1ccc3c(c1)OCO3)N2	-8%	·	1%	?	11	-11%	-10%	-7%	-1%
C[C@]12CC[C@@H]3c4ccc(O)cc4CC[C@H]3[C@@H]1CC[C@@H]2OC(=O)CCC1CCCC1	-11%	2%&6%	0%	i	23	14%	19%	-3%	0%
CCCCn1c(=O)[nH]c(=O)c2c1nc(-c1ccc(OCCC)c(OCC)c1)n2CCOC	23µM*	3%	-17%	i	34	-24%	-6%	6%	3%
Cc1cccc(NC(=O)CCC(=O)N/N=C/c2cc([N+](=O)[O-])ccc2O)c1	7%	?	?	i	0	-22%	?	·	?
CCC1(c2ccc(F)cc2)NC(=O)N(CC(=O)N2CCc3ccccc32)C1=O (configuration not stated)	4%	8%	-16%	i	38	-5%	-9%[9.24 µM]	-23%	2%
COc1cc(=O)oc(-c2ccccc2)c1C(C)=O	0%	6%	4%	i	-11	-6%	0%	-12%	0%
O=C(COC(=O)c1ccc(-c2ccc([N+](=O)[O-])cc2)o1)NC(=O)NC1CCCCC1	-26%	11%	11%	i	16	-16%	8%	-26%	?
CC(=O)Nc1cccc(NC(=O)CN2c3cccc4cccc(c34)S2(=O)=O)c1	1%	6%	1%	i	2	·	0%	-2%	·
CCOC(=O)c1cc(NC(=O)c2ccc(C)cc2)c(=O)oc1C(F)(F)F	-1%	13%	10%	i	10	3%	11%	-9%	9%
O=C(CCC1CCCC1)NCCCNC(=O)CCC1CCCC1	0%	1%	4%	i	8	-9%	0%	0%	0%
COCCCNc1nc2c(c(=O)n(Cc3cccc(Br)c3)c(=O)n2C)n1C	0%	-6%	-28%	i	28	-19%	-2%	-6%	3%
Cn1c(/C=N/Nc2nc3ccccc3[nH]2)nc2ccccc21	8%	53%[activator]	?	i	8	-6%	-30%	?	?
Cc1cc(OC(C)C(=O)NC2CC(C)(C)NC(C)(C)C2)c2c(C)c(C)c(=O)oc2c1 (configuration not stated)	·	·	-1%	·	?	7%	-2%	·	-2%
CCCCN1CC[C@H]2C=CC[C@@H](C(=O)N3CCN(c4ccccc4)CC3)[C@H]2C1=O	-9%	4%	5%	i	2	?	?	7%	-3%&0%
Cn1c(=O)n(C)c2cc(N3CCCCC3)c(NC(=O)Nc3ccc(Br)cc3)cc21	·	8%	·	i	·	?	·	·	-10%
Cc1cc(C)cc(NC(=S)Nc2ccc3cn[nH]c3c2)c1	-3%	12%	24%	i	-53*	8%	17%	-1%	20%

Arranged by SMILES length (low to high): 3 of the compounds above
SMILES	MCF10A rereplic	ATXN2 expr inh	HT1080 IDH1KD tx	S2 tox	IL1B secr inh	KB-V1 MDR tox	HT1080NT lethal	SW480 rereplic	KB-3-1 tox
Cn1c(/C=N/Nc2nc3ccccc3[nH]2)nc2ccccc21	8%	53%[activator]	?	i	8	-6%	-30%	?	?
Cc1cc(OC(C)C(=O)NC2CC(C)(C)NC(C)(C)C2)c2c(C)c(C)c(=O)oc2c1 (configuration not stated)	·	·	-1%	·	?	7%	-2%	·	-2%
O=C(COC(=O)c1ccc(-c2ccc([N+](=O)[O-])cc2)o1)NC(=O)NC1CCCCC1	-26%	11%	11%	i	16	-16%	8%	-26%	?

The results go on.
SMILES	MCF10A rereplic	ATXN2 expr inh	HT1080 IDH1KD tx	S2 tox	IL1B secr inh	KB-V1 MDR tox	HT1080NT lethal	SW480 rereplic	KB-3-1 tox
CCCc1nnc(SCC(=O)Nc2cccc(Cl)c2Cl)o1	10%	4%	18%	·	-4	1%	17%	-4%	6%
Cc1ccc(NC(=O)c2cccs2)cc1NC(=O)c1ccco1	0%	-7%	-3%	i	-18	-1%	-3%	-13%	-3%
Cc1ccc(-c2nc3ncccc3o2)cc1NC(=O)c1ccc([N+](=O)[O-])o1	2.3µM*	-8%	?	?	-97*	18µM*	?	2.1µM*	?
CCOc1ccc(N(CC(=O)NCCSc2ccccn2)S(C)(=O)=O)cc1	16%	4%	4%	i	25	-9%	5%	-2%[9.22 µM]	7%
FC(F)(F)c1ccccc1CN1CCCC(N2CCN(c3ccccc3)CC2)C1 (configuration not stated)	6%	-19%	-1%	i	10	-17%	13%	1%	?
COc1ccc(C)cc1NC(=O)CN1C(=O)CCc2cc(S(=O)(=O)N3CCOCC3)ccc21	·	14%	·	i	·	-11%	·	·	-3%
CC(C)(C)NS(=O)(=O)c1cc(C(=O)Nc2sccc2C#N)ccc1Cl	?	5%	?	?	4	?	?	2%	-35%
CCOC(=O)C1=NNC2(c3ccc(C)cc3)C(=O)N(c3ccccc3)C(=O)C12 (configuration not stated)	-6%	-20%	25%	i	·	-4%	14%	2%	8%
CCc1nc(NCCN2CCOCC2)c(C#N)c2c1CCCC2	-2%	-13%	-7%	i	-6	0%	-9%	-1%	2%
COc1cccc(NC(=O)Cn2c(-c3nonc3N)nc3ccccc32)c1	·	-18%	·	i	·	?	·	·	6%
COC(=O)c1ccccc1S(=O)(=O)N1CCC(C(=O)OC(C)C(=O)NC(N)=O)CC1 (configuration not stated)	-1%	·	3%	i	-15	-5%	14%	-9%	3%
Cc1cc(C)n2nc(SCC(=O)N3CCOCC3)nc2n1	-2%	-4%	7%	?	-5	23%	5%	-12%	15%
O=c1c(C=NCC2CCCO2)c(-c2ccccc2)[nH]n1-c1ccc([N+](=O)[O-])cc1 (configuration not stated)	-7%	24%	18%	i	-13	2%	15%	-11%	-4%
COc1ccc(NC(=O)C2OCCc3ccccc32)c(OC)c1 (configuration not stated)	0%	-4%	-28%	i	-19	?	-26%	-1%	0%
COc1ccc(C2SCCN2S(=O)(=O)c2ccc(NC(C)=O)cc2)cc1 (configuration not stated)	4%	-11%	-10%	i	?	?	-11%	12%	2%
Cc1ccc(SCC(=O)Nc2nccs2)cc1	-2%	25%	11%	i	-7	-22%	2%	-1%	-16%
CCc1ccc(-c2nc3ccc(Br)cc3c(C(=O)O)c2C)s1	10%	91%[activator]	-28%	i	4	-12%&7%	-30%	0%	?
